Screening data deposited in PubChem by Southern Research Specialized Biocontainment Screening Center.
H1N1 NS1A inhibition = H1N1 influenza NS1A inhibitors, functional cell based assay (AID 504329). NS1A functional cell-based assay, percent inhibition; higher % means a stronger effect. inhibition, % at 12.5 µM; hits with a dose series show IC50 in µM. actives 0.3% (n = 340,000); in the data active = a potency from the dose series; inconclusive = inhibition above about 27% without an active follow-up result; also: strong numbers were not always called active
VEEV TC-83 Vero = inhibitors of VEEV TC-83 cytopathic effect, confirmation, Vero cells (AID 588727). Vero cells, VEEV TC-83 cytopathic effect inhibition; higher % means a stronger effect. inhibition, % at 20 µM, or IC50 in µM where a hit was titrated. actives 0.13% (n = 350,000); in the data active = a potency from the dose series; inconclusive = inhibition mostly from about 14% at the one dose, without a potency; inactive = the rest, 99 in 100 with inhibition below about 12%; also: strong numbers were not always called active
M. tuberculosis HTS = M. tuberculosis growth inhibition, HTS (AID 449762); M. tuberculosis H37Rv growth inhibition, 7H9 media; higher % means a stronger effect; inhibition, % at 25 µM; hits with a dose series show IC50 in µM; actives 0.59% (n = 330,000); in the data active = a potency from the dose series; inconclusive = inhibition above about 70% without an active follow-up result;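 also: bacterial growth assessed after seven days of incubation; strong numbers were not always called active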
tuberculosis growth = growth inhibition of non-replicating M. tuberculosis (AID 488890) | Mycobacterium tuberculosis non-replicating, growth inhibition; higher % means a stronger effect | inhibition, % at 25 µM, or IC50 in µM where a hit was titrated | actives 0.39% (n = 320,000); in the data active = a potency from the dose series; inconclusive = inhibition mostly from about 82% at the one dose, without a potency; inactive = the rest, 99 in 100 with inhibition below about 76%;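 also: plate controls were DMSO cells for no effect and high antibiotic wells for full effect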
Salmonella PhoP GFP = PhoP regulon inhibitors, Salmonella typhi PhoP promoter GFP reporter, confirmatory (AID 1850); Salmonella Typhi PhoP-promoter GFP reporter, fluorescence, 4 h; higher % means a stronger effect; inhibition, % at 50 µM; hits with a dose series show IC50 in µM; actives 0.33% (n = 310,000); in the data active = a potency from the dose series; inconclusive = inhibition mostly from about 25% at the one dose, without a potency; inactive = the rest, 99 in 100 with inhibition below about 19%;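 also: 0% = induced wells with vehicle and 100% = uninduced wells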
VEEV TC-83 Vero 10K pilot screen = recorded beside VEEV TC-83 Vero, whose call it bears; inhibition, %; measured here: 10K pilot screen inhibition
* = called active by the depositor; i = inactive; ? = inconclusive; / = no result given; & = joins results of further samples.

SMILES	H1N1 NS1A inhibition	VEEV TC-83 Vero	M. tuberculosis HTS	tuberculosis growth	Salmonella PhoP GFP	others
CC(=O)c1cccc(NC(=O)CN(c2ccc(C)cc2)S(=O)(=O)c2cccc3nonc23)c1	8%	11%	7%	36%	-9%
CCOC(=O)c1c(NC(=O)CN(CC)CC)sc2c1CCC2	-14%	i	3%	49%	-7%
COc1ccc(-n2cccc2/C=C2\C(=N)N3N=C(C(C)C)SC3=NC2=O)cc1	-3%	1.9%	10%	75%	1%
COCCNC(=S)Nc1ccc(N2CCCCC2)cc1	-1%	0.5%	19%	72%	-5%
C[C@@H]1CN([C@H](C)CO)C(=O)c2cccc(NC(=O)Nc3ccc(C(F)(F)F)cc3)c2O[C@H]1CN(C)S(=O)(=O)c1cccs1	7%	i	?	50%	/
COc1ccccc1/C=C/C(=O)NCC(=O)N/N=C/c1cc(Br)ccc1OC	-7%	13%	-1%	55%	17%
COCCN(C(=O)COC(=O)C12CC3CC(CC(Cl)(C3)C1)C2)c1c(N)n(Cc2ccccc2)c(=O)[nH]c1=O	12%	1.1%	5%	34%	2%
CC(C)c1ccc(N(C(=O)c2csnn2)C(C(=O)NC(C)(C)C)c2ccncc2)cc1 (configuration not stated)	-7%	i	-1%	17%	3%
COc1cc(C(=O)NCc2ccccn2)ccc1OCc1c(C)noc1C	-31%	3.4%	2%	/	-2%
COc1cc2c[n+](C)c3c4ccccc4ccc3c2cc1OC	6%	7.0%	/	/	/
CN1CCCN(c2ncnc3scc(-c4ccc(F)cc4)c23)CC1	2%	i	5%	1%	-6%
COc1ccc2oc(C(=O)OCC(=O)N(C)CC(=O)Nc3ccc(C)cc3)c(C)c2c1	-4%	1.4%	8%	3%	7%
CCCc1cc(=O)[nH]c(SCC(=O)N2CCC(C)CC2)n1	-4%	i	-2%	-6%	-7%
CN(C)c1nc(N(C)C)nc(N(C#N)Cc2ccc(Cl)cc2)n1	-9%	0.5%	2%	-7%	-8%
CC(Oc1ccc(F)cc1)c1ccnc2nc(/N=C/N(C)C)nn12 (configuration not stated)	-2%	0.6%	-7%	0%	-5%
COc1ccc(OC)c(-c2csc(N3CCC(c4ccccc4)CC3)n2)c1	-7%	1.5%	8%	-5%	4%
CC(C)Cn1c(=O)c2ccccc2n2c(CCC(=O)O)nnc12	-6%	i	-8%	4%	0%
COc1cccc(-c2csc(N3CCN(Cc4ccccc4)CC3)n2)c1	4%	0.3%	1%	50%	-3%
Cc1cc(NS(=O)(=O)c2ccc(NC(=O)c3cc(-c4cccnc4)nc4ccc(Cl)cc34)cc2)no1	5%	1.3%	22%	60%	-1%
Cc1cc(OC(=O)c2c(Cl)cccc2Cl)nc(C)n1	-21%	i	4%	-1%	-4%
CCOc1ccc(NC(=O)CCNC(=O)C2CCN(S(=O)(=O)c3ccccc3)CC2)cc1	7%	i	-2%	4%	-6%
Cn1c(=O)[nH]c(=O)c2c1nc(OC(=O)c1ccccc1)n2CC(O)COc1ccc(F)cc1 (configuration not stated)	-16%	2.9%	/	/	-1%
COc1cc(/C=C2/C(=O)ON=C2C)ccc1OCc1ccccc1F	5%	25%	?	26%	-33%
COc1ccc2[nH]cc(CCCN3C(=O)c4ccccc4C3=O)c2c1	11%	5.5%	-1%	9%	-7%
CCC1OC(=O)C(C)C(OC2C[C@@](C)(OC)C(O)C(C)O2)C(C)C(O[C@@H]2OC(C)CC(N(C)C)C2O)[C@](C)(O)CC(C)C(=NOCOCCOC)C(C)C(O)[C@]1(C)O (some centres not stated)	-1%	i	?	75%	2%
COc1ccc(CNC(=O)c2csc(Cc3ccccc3)n2)cc1	-2%	1.7%	5%	34%	6%
CCCCN(C(=O)CSc1nn(-c2ccc(F)cc2)c(=S)s1)c1c(N)n(CCCC)c(=O)[nH]c1=O	12%	7.4%	69%	73%	-1%
Cc1ccccc1C(=O)NNC(=O)c1cccc([N+](=O)[O-])c1	-12%	0.3%	6%	7%	8%
COC(=O)COc1nc(C)c(Br)c(OC)n1	-16%	0.1%	?	72%	-27%
CN(C(=O)C1CCC(=O)N(Cc2cccc(F)c2)C1)C1CCCCC1 (configuration not stated)	-3%	1.2%	-7%	26%	-6%
COc1ccc(CCN2CC(C(=O)NCCN3CCCC3=O)CCC2=O)cc1 (configuration not stated)	-5%	3.4%	-8%	2%	-9%
COc1ccc(/C=N/NC(=O)C(=O)N2CCCCCC2)cc1O	18%	11%	5%	-3%	8%
O=C(O)c1cccc(N2C(=O)CSC2c2ccccc2)c1 (configuration not stated)	19%	i	0%	-2%	-20%
COc1ccccc1C1CC(c2ccc(Cl)cc2Cl)Nc2nc(N)nn21 (configuration not stated)	-4%	6.4%	-6%	67%	14%
O=S(=O)(c1ccccc1)N1CCNCC1	0%	9.0%	14%	-5%	8%
CN1C(CC(=O)Nc2ccc(Cl)cc2Cl)c2ccccc2CC1(C)C (configuration not stated)	/	1.2%	7%	49%	5%
O=C(CCc1ccccn1)N1CCCC(N2CCN(c3ccc(F)cc3)CC2)C1 (configuration not stated)	0%	2.0%	/	/	/
COc1cccc(NC(=O)C2CCN(S(=O)(=O)c3ccc4c(c3)N(C(C)=O)CCO4)CC2)c1	1%	3.1%	3%	7%	11%
COc1ccc(N2CCN(C(c3cccc(OC)c3OC)c3nnnn3C3CCCC3)CC2)cc1 (configuration not stated)	12%	1.2%	8%	31%	-5%
C[C@H]1CN([C@@H](C)CO)C(=O)Cc2cc(NS(=O)(=O)c3ccc(Cl)cc3)ccc2O[C@@H]1CN(C)C(=O)Nc1cccc2ccccc12	6%	3.7%	1%	43%	/
COc1cc(NC(=O)c2cc([N+](=O)[O-])ccc2NC(=O)CNC2CCCCC2)cc(OC)c1	16%	8.9%	16%	7%	-2%
CCCC(=O)Nc1ccc2c(c1)Cc1ccccc1-2	-28%	0.8%	58%	-2%	6%
Cc1cc(C)c2c(CN3CC(C)OC(C)C3)cc(=O)oc2c1C (configuration not stated)	-1%	i	4%	12%	-9%
CCn1c(/C=C2\C(=O)Nc3ccccc32)nc2ccccc2c1=O	21%	5.2%	1%	1%	-5%
CCCCn1c(N)c(N(CC(C)C)C(=O)CCCSc2nncs2)c(=O)[nH]c1=O	-8%	3.5%	-7%	-10%	1%
CCOC(=O)C1=C(C)N(C[C@@H]2CC[C@@H](Cc3ccc4cc(OC)ccc4c3)O2)C(=O)NC1c1ccccc1 (some centres not stated)	4%	2.4%	/	/	/
CCN1C[C@@]2(COC)C3[C@@H](OC)[C@H]4[C@@H]1[C@@]3(C1C[C@@]3(O)[C@H](OC(=O)c5ccccc5)C1[C@]4(OC(C)=O)[C@@H](O)[C@H]3OC)[C@@H](OC)C[C@H]2O (some centres not stated)	/	/	-5%	11%	-8%
Cc1cc(C)c(CN2CCN(C(=O)Cn3ccc(NC(=O)OCc4ccccc4)nc3=O)CC2)c(C)c1	0%	1.7%	14%	-2%	/
COc1ccc(NC(=O)C2CCN(S(=O)(=O)c3ccc4c(c3)NC(=O)CO4)CC2)cc1	-1%	5.8%	9%	-2%	-4%
COC(=O)CCNC(=O)Cn1cnc2sc3c(c2c1=O)CCCC3	0%	1.0%	1%	-5%	9%
O=C(c1cc(-c2ccncc2)nc2c(Cl)cccc12)N1CCN(c2ccccc2F)CC1	-14%	1.6%	52%	33%	0%
CCCCn1nc(CC(=O)NCCN(CC)CC)c2ccccc2c1=O	12%	10%	-3%	-4%	0%
O=C(Nc1nnc(C2CC2)s1)C1=NN(C2CCS(=O)(=O)C2)C(=O)CC1 (configuration not stated)	-8%	1.4%	-5%	2%	-7%
COc1ccc2cc(C3=CC(=O)C[C@H](c4ccc5c(c4)OCO5)C3)ccc2c1	11%	0.3%	?	20%	/
Cc1cc(NC(=O)COC(=O)Cn2c(C)csc2=O)ccc1Br	2%	6.8%	25%	1%	0%
C1CN=C(NC23CC4CC(CC(C4)C2)C3)C1	5%	i	0%	2%	-4%	VEEV TC-83 Vero 10K pilot screen=0.0
O=C(NCCOc1ccc(Cl)cc1)C1CC(=O)N(c2ccc3c(c2)OCCO3)C1 (configuration not stated)	-6%	1.6%	1%	28%	/
CN(Cc1nc(-c2cnccn2)no1)CC(O)c1ccccc1 (configuration not stated)	-1%	i	5%	4%	7%
CC(=O)Nc1ccc(S(=O)(=O)N2CCN(Cc3csc(C)n3)CC2)cc1	-5%	2.4%	-13%	1%	2%
CCCCCCCNC(=O)C1(CC2CC(c3ccc(Cl)cc3)=NO2)CCN(C(=O)C2CCCC2)CC1 (configuration not stated)	3%	0.2%	10%	22%	-1%	VEEV TC-83 Vero 10K pilot screen=0.0
New compounds follow
SMILES	H1N1 NS1A inhibition	VEEV TC-83 Vero	M. tuberculosis HTS	tuberculosis growth	Salmonella PhoP GFP	others
O=C(CC1N=C2c3ccccc3N=C(SCc3ccc(F)cc3)N2C1=O)NCc1ccco1 (configuration not stated)	4%	5.5%	-2%	8%	-10%&-15%
Cc1cc(C)cc(N(C(=O)c2csnn2)C(C(=O)NC(C)(C)C)c2cccnc2)c1 (configuration not stated)	1%	0.6%	-3%	16%	0%
Cc1ccccc1C1NC(c2ccccc2C)C(C)C(=O)C1C (configuration not stated)	-1%	1.4%	15%	7%	0%
Cc1ccc(-n2nc3c(c2NC(=O)c2ccc(OC(C)C)cc2)CS(=O)C3)cc1 (configuration not stated)	1%	1.5%	3%	2%	3%
Fc1cccc(CN2CCN(Cc3nc(CCc4ccccc4)no3)CC2)c1	-12%	9.1%	-4%	28%	-10%
Fc1ccccc1/C=C1\CCCC2=C1Nc1nnnn1C2c1ccccc1F (configuration not stated)	-2%	2.1%	2%	3%	-10%
COC(=O)c1sc(N2CCN(c3ccc(Cl)cc3)CC2)nc1N	7%	2.4%	34%	14%	5%	VEEV TC-83 Vero 10K pilot screen=1.6
O=C(NCCC1CCCCN1S(=O)(=O)c1ccccc1)C(=O)NCc1ccncc1 (configuration not stated)	-10%	12%	5%	9%	-7%

Entries shown so far that have fluorine (twelve):
SMILES	H1N1 NS1A inhibition	VEEV TC-83 Vero	M. tuberculosis HTS	tuberculosis growth	Salmonella PhoP GFP	others
C[C@@H]1CN([C@H](C)CO)C(=O)c2cccc(NC(=O)Nc3ccc(C(F)(F)F)cc3)c2O[C@H]1CN(C)S(=O)(=O)c1cccs1	7%	i	?	50%	/
CN1CCCN(c2ncnc3scc(-c4ccc(F)cc4)c23)CC1	2%	i	5%	1%	-6%
CC(Oc1ccc(F)cc1)c1ccnc2nc(/N=C/N(C)C)nn12 (configuration not stated)	-2%	0.6%	-7%	0%	-5%
Cn1c(=O)[nH]c(=O)c2c1nc(OC(=O)c1ccccc1)n2CC(O)COc1ccc(F)cc1 (configuration not stated)	-16%	2.9%	/	/	-1%
COc1cc(/C=C2/C(=O)ON=C2C)ccc1OCc1ccccc1F	5%	25%	?	26%	-33%
CCCCN(C(=O)CSc1nn(-c2ccc(F)cc2)c(=S)s1)c1c(N)n(CCCC)c(=O)[nH]c1=O	12%	7.4%	69%	73%	-1%
CN(C(=O)C1CCC(=O)N(Cc2cccc(F)c2)C1)C1CCCCC1 (configuration not stated)	-3%	1.2%	-7%	26%	-6%
O=C(CCc1ccccn1)N1CCCC(N2CCN(c3ccc(F)cc3)CC2)C1 (configuration not stated)	0%	2.0%	/	/	/
O=C(c1cc(-c2ccncc2)nc2c(Cl)cccc12)N1CCN(c2ccccc2F)CC1	-14%	1.6%	52%	33%	0%
O=C(CC1N=C2c3ccccc3N=C(SCc3ccc(F)cc3)N2C1=O)NCc1ccco1 (configuration not stated)	4%	5.5%	-2%	8%	-10%&-15%
Fc1cccc(CN2CCN(Cc3nc(CCc4ccccc4)no3)CC2)c1	-12%	9.1%	-4%	28%	-10%
Fc1ccccc1/C=C1\CCCC2=C1Nc1nnnn1C2c1ccccc1F (configuration not stated)	-2%	2.1%	2%	3%	-10%
